High-throughput results from PubChem BioAssay.
S3 lipid droplet: qHTS Assay for Lipid Storage Modulators in Drosophila S3 Cells | Drosophila S3 cells, BODIPY lipid droplet fluorescence, 18-24 h; cells fed with added oleic acid | actives 0.64% (n = 320,000) | Potency in µM for hits, for the others lipid storage change, negative = inhibition, % at the top dose, mostly 46.1 µM; active = well fitted inhibition curve with a large enough effect in the signal ratio, with a control signal flat, not every such curve was filed as active; inconclusive = small, poorly fitted or top-dose-only effect, or effect the other way, or a change in a side signal; the % refers to the signal ratio
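Drosophila S3 cells got compounds at several concentrations plus oleic acid (400 uM solution). Laser-scanning cytometry with 488 nm excitation read lipid droplets at 500-530 nm and cells at 575-640 nm. Percent activity was relative to 20 uM Triacsin C.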
S3 lipid droplet cell count max: second read-out of S3 lipid droplet, no call of its own (marks repeat the call); cell number change, %; measured here: cell count max response;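 cells counted by Cell Tracker Red CMTPX staining in the red channel; peak over a dose series mostly up to 46.1 µM; percent activity relative to internal control wells on each plate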
Starred values were filed as active, the others as inactive; i = inactive; ? = inconclusive; / = no result given; [ ] = dose if it differs, or a comment. % is set by controls: 0 for no effect and ±100 for the full control effect; potency is the fitted concentration of half-maximal effect. The list is partial; rates above refer to the full screens.

Second line of a record – S3 lipid droplet	S3 lipid droplet cell count max
CC(C)(C)NC(=O)C(c1ccc(O)cc1)N(C(=O)CCC(=O)Nc1nccs1)c1cccc(F)c1 (centres undefined)
  17%	4
COCn1c(-c2ccc(OC)c(OC)c2)nc2ccccc21
  14%	-19
O=C(Nc1nnc(-c2ccc(F)cc2)o1)C1CCCN1S(=O)(=O)c1cccs1 (centres undefined)
  ?	/
Cc1ccc(-c2noc(CNc3ccccc3)n2)cc1
  ?	/
O=C(O)c1ccc(N(c2ccccc2)c2ccccc2)cc1
  3%	1
Cc1cc(Cl)c(S(=O)(=O)N2CCCC2)cc1OCC(N)=O
  ?	/
Cc1cc(NC(=O)COc2nnc(-c3ccccc3)c3ccccc23)no1
  i	-16
CCOC(=O)CCNC(=O)N1CCCC(C(=O)c2cc(C)c(OC)c(C)c2)C1 (centres undefined)
  ?	/
COc1ccc(C(CNC(=O)C2CC2)N(C)C)cc1 (centres undefined)
  i[0.369 µM]	0
COc1cc2c(cc1OC)C(C)N(C(C)=O)CC2 (centres undefined)
  7%	13
COc1ccc(Cl)cc1N1C(=O)CN(Cc2cc(OC)c(OC)c(OC)c2)C1=S
  ?	/
CCC(C(=O)NCCc1c[nH]c2ccc(C)cc12)c1ccccc1 (centres undefined)
  ?	/
COc1cc2c(cc1C1NC(=S)NC(C)=C1C(N)=O)CCCC2 (centres undefined)
  -4%	-21
CCc1ccc(C(=O)COC(=O)CNC(=O)Cc2ccccc2)cc1
  ?	/
COc1cc(CN2CCCCCC2)cc(OC)c1OC
  i	27
O=C(NCc1ccccc1)C(c1ccncc1)N(C(=O)c1csnn1)c1cccc(F)c1 (centres undefined)
  i	/
C=CCN1c2ccccc2[C@]23C[C@@H](C(=O)OC)N(C(=O)c4ccc(Br)cc4)C2=NC(C(=O)OC)=C(C(=O)OC)[C@H]13
  ?	/
CCOC(=O)COc1ccc(Br)cc1C1NC(=O)NC(C)=C1C(=O)NCc1ccccc1 (centres undefined)
  19%	4
CCOC(=O)C(NC(=O)NC1CCCCC1)(c1ccccc1)C(F)(F)F (centres undefined)
  7.3µM*	-7.1*
CCc1nnc(NC(=O)CSc2nnc3c4ccccc4n(C)c3n2)s1
  ?	/
O=[N+]([O-])c1ccc(NC(=S)N2CCN(S(=O)(=O)c3ccccc3)CC2)cc1
  -6%	-3
Cc1nc(=O)c(-c2ccccc2)c(C)n1CCCCCC(=O)O
  ?	/
Cc1cnc(C(=O)N2CCCC(N3CCN(c4cccc(C(F)(F)F)c4)CC3)C2)cn1 (centres undefined)
  ?	/
O=C(O)c1ccc(-c2ncc[nH]2)cc1
  ?	/
Cc1ccc(S(=O)(=O)C(C)C(=O)c2ccc3c(c2)OCCO3)cc1 (centres undefined)
  8%	/
Cc1ccccc1C(C(=O)NCc1ccco1)N(CC1CCCO1)C(=O)Cn1nnc2ccccc21 (centres undefined)
  20%	-16
COc1ccc(Oc2coc3c(CN4CCOCC4)c(O)ccc3c2=O)cc1
  i	11
Cc1cccc(Nc2nc(NCc3ccco3)nc(N3CCOCC3)n2)c1
  ?	/
Cc1ccc(S(=O)(=O)CC(=O)N2CCN(c3ccc(F)cc3)CC2)cc1
  -12%	/
CCOC(=O)C1=C(C)NC(C)=C(C(=O)OCC)C1C(=O)OCC(=O)NC(C)C
  i	2
Cc1ccc2c(c1)N(CC(=O)N1CCC(C)CC1)C(=O)c1cccnc1O2
  ?	/
COc1ccccc1N1CCN(C(=O)c2cc(-c3cccc(Cl)c3)on2)CC1
  i	-23
COc1ccc(N(CC(=O)NCCSc2ccc(C)cc2)S(=O)(=O)c2ccccc2)c(OC)c1
  -29%	28
Cc1nn(Cc2ccccc2Cl)c(C)c1C(=O)NC1=NCCS1
  24%	0
CC(C)(C(=O)O)n1cncn1
  ?	/
Cn1ccnc1Sc1ccc(/C=N/NC(=O)c2ccccc2[N+](=O)[O-])cc1[N+](=O)[O-]
  14%	-14
CC1(C)CC(=O)C2=C(C1)OC(N)=C(C#N)C2c1cn(-c2ccccc2)nc1-c1ccc(F)cc1 (centres undefined)
  -3%	-3
O=C(O)C(Cc1c[nH]c2ccccc12)N1C(=O)C2C3c4ccccc4C(c4ccccc43)C2C1=O (centres undefined)
  ?	/
Cn1ccnc1C(=O)C1CCCN(Cc2cn[nH]c2-c2ccc(-c3ccccc3)cc2)C1 (centres undefined)
  -1%	12
CN(Cc1cccs1)C(=O)/C=C/c1ccccc1[N+](=O)[O-]
  ?	/
O=C(O)c1cc(-c2ccc3ccccc3n2)nc2ccccc12
  i	18
CCc1noc(C)c1C(=O)N1CCCC(C(=O)c2ccc(OC)c(F)c2)C1 (centres undefined)
  ?	/
CCn1c(SCc2ccc(Cl)cc2)nnc1-c1ccccc1
  8%	5
CCOP(=O)(c1ccccc1)c1nc(-c2ccccc2Cl)oc1N1CCCCC1 (centres undefined)
  ?	/
O=C(O)c1cccc(NS(=O)(=O)c2cccc3nsnc23)c1
  ?	/
COc1ccccc1Cn1c(=S)[nH]c2cc(C(=O)N3CCN(c4ccccc4OC)CC3)ccc2c1=O
  ?	/
CN(C)/C=C(\C(=O)c1cccc(Cl)c1)c1nnnn1-c1ccccc1
  ?	/
Cc1ccc(C(C)C)c(OCC(=O)OCc2c(C)noc2C)c1
  ?	/
Nc1c(C(=O)O)sc2nc3c(cc12)CCCC3
  15%	-15
COc1ccc(-c2cn(-c3ccc(C)c(Cl)c3)c(=S)[nH]2)cc1OC
  ?	/
Clc1cccc(Nc2ncnc3ccc(Br)cc23)c1
  ?	/
Nc1c(C(=O)NC2CCCC2)sc2nc(-c3cccs3)ccc12
  i	-11
COc1cc2c(cc1N/C=C(\C#N)c1nc(-c3ccccc3)cs1)oc1ccccc12
  -4%	9
CC(=O)[C@H]1CC[C@H]2[C@@H]3C=CC4=CC(=O)CC[C@@]4(C)[C@@H]3CC[C@]12C
  6%	-9
CCN(CC)S(=O)(=O)c1ccc(C(=O)Nc2nnc(COC)o2)cc1
  ?	/
O=C(CC1CCCCC1)NCCOc1ccccc1
  ?	/
CNC(=O)C1CC(=O)N(c2ccc(OCC(=O)N3CCCC3)cc2)C1 (centres undefined)
  i	3
COc1ccc(NC(=O)CN2C(=O)COc3ccccc32)cc1OC
  ?	/
CN(CC1CCOCC1)C(=O)CC1C(=O)NCCN1Cc1ccc(Cl)c(F)c1 (centres undefined)
  -5%	6
N#Cc1cccnc1N1CCN(C(=O)c2ccco2)CC1
  ?	/

4 neighbouring records from above:
Second line of a record – S3 lipid droplet	S3 lipid droplet cell count max
CNC(=O)C1CC(=O)N(c2ccc(OCC(=O)N3CCCC3)cc2)C1 (centres undefined)
  i	3
COc1ccc(NC(=O)CN2C(=O)COc3ccccc32)cc1OC
  ?	/
CN(CC1CCOCC1)C(=O)CC1C(=O)NCCN1Cc1ccc(Cl)c(F)c1 (centres undefined)
  -5%	6
N#Cc1cccnc1N1CCN(C(=O)c2ccco2)CC1
  ?	/

(further entries)
Second line of a record – S3 lipid droplet	S3 lipid droplet cell count max
O=C(NCCc1ccccc1)C(=O)c1c(-c2ccccc2)[nH]c2ccccc12
  ?	/
c1ccc(-n2ncc3c(NCc4cccnc4)ncnc32)cc1
  ?	/
COCCCN(Cc1ccccn1)S(=O)(=O)Cc1ccccc1
  6%	-14
Cc1ccc(/C=C2\SC(=O)N(CCC(=O)N3CCN(C)CC3)C2=O)cc1
  ?	/
O=S(=O)(Cc1ccccc1Cl)NCCc1ccccc1
  ?	/
O=C(O)c1ccc(CSc2nnc(COc3ccccc3)o2)cc1
  11%	3
COc1cc(OC)c2ccc(=O)oc2c1C(CC(=O)N1CCOCC1)c1ccc2c(c1)OCO2 (centres undefined)
  17%	8
O=C1NC(c2ccccc2)=C(c2ccc3ccccc3n2)C(c2ccncc2)N1 (centres undefined)
  -6%	1
COc1cnc(N(C)C)nc1Sc1cccc(Cl)c1
  ?	/
CC(=O)C1C(c2ccc(F)cc2)C2C(C)=NN=C2CC1(C)O (centres undefined)
  ?	/
C=CCC(C#N)(c1ccc(OC)c(OC)c1)c1cnccn1 (centres undefined)
  21%	17
Cc1ccc(OCC(=O)OC(C)CN2CCCCC2)cc1 (centres undefined)
  ?	/
CC1(C)CC(=O)C(C(O)c2ccc([N+](=O)[O-])cc2)C(C)(C)N1 (centres undefined)
  ?	/
Cc1cccc(C(C)C)c1NC(=O)CN1C(=O)NC(Cc2ccccc2)C1=O (centres undefined)
  15%	31
O=C(C1=C(O)C(=O)N(CC2CCCO2)C1c1ccccc1Cl)c1ccco1 (centres undefined)
  6.5µM*	-3.9*
COc1ccccc1N(CC(=O)N/N=C/c1ccc(SC)cc1)S(C)(=O)=O
  ?	/
Cc1ccccc1NC(=O)c1cc2ccccn2n1
  ?	/
Cc1ccc(S(=O)(=O)N2CCCC2)cc1C(=O)N1CCN(Cc2ccccc2)CC1
  ?	/
O=C(CN1C(=O)NC2(CCCCC2)C1=O)Nc1ccc(S(=O)(=O)N2CCOCC2)cc1
  26%	/
N#CC(=C=[N-])C1=C(C#N)C(c2ccccc2F)C([n+]2ccccc2)C(O)(C2CC2)N1 (centres undefined)
  i	21
CCCCNC(=O)C1CC(c2ccccc2[N+](=O)[O-])=NO1 (centres undefined)
  -21%	1
Cc1cccn2cc(-c3ccccc3)nc12
  ?	/
COC(=O)c1cc(C(=O)CSc2nc(C)cc(C)n2)ccc1O
  8%	-12
CN(C)/C=C1/OC(=O)C(C#N)=C1c1ccc(Cl)cc1
  1%	1
CCCCCCCCCCCCCCCC[n+]1cccc(C(=O)N(CC)CC)c1
  ?	/
COC(=O)CNS(=O)(=O)c1ccc(C)cc1
  7%	21
CN1CCN(c2nc3c(c(=O)n(C)c(=O)n3C)n2Cc2ccccc2F)CC1
  ?	/
CSCC[C@H](NC(=O)C(C)(C)Oc1ccc(Cl)cc1)c1nc2ccccc2[nH]1
  ?	/
Cc1cc2c(c(=O)o1)C(C1C=CCCC1)C(C#N)=C(N)O2 (centres undefined)
  ?	/
C=CCOc1ccc(C(=O)Nc2ncn[nH]2)cc1
  i	-14
N#Cc1c(N)nc2c(c1-c1ccc(F)cc1)CCC2
  11%	-6
CCOCN(C(=O)Cn1c(CO)nc2ccccc21)c1c(C)cccc1CC
  ?	/
O=S(=O)(Nc1ncccn1)c1ccc(-n2cnnn2)cc1
  ?	/
Cc1nn(-c2ccccc2)c(Cl)c1/C=N/NC(=O)c1cccnc1
  6%	4
O=C(Nc1ccc(F)cc1)Nn1cnnc1
  ?	/
CNc1ccccc(C(=O)/C=C/c2ccccc2OC)c1=O
  ?	/
COc1cc(Br)c(-c2sc(Nc3ccccc3)n[n+]2-c2ccccc2)cc1OC
  ?	/
O=C(COc1ccccc1F)N1CCc2ccccc2C1
  ?	/
Cc1c(CN2CCN(c3cccc(C(F)(F)F)c3)CC2)c(=O)n(-c2ccccc2)n1C
  ?	/
COc1ccccc1NC(=O)c1sc2nc3n(c(=O)c2c1C)CCC3
  ?	/

A few values from above:
For S3 lipid droplet, CN(C)/C=C1/OC(=O)C(C#N)=C1c1ccc(Cl)cc1 shows 1%
For S3 lipid droplet cell count max, Cc1nn(-c2ccccc2)c(Cl)c1/C=N/NC(=O)c1cccnc1 shows 4
For S3 lipid droplet cell count max, C=CCOc1ccc(C(=O)Nc2ncn[nH]2)cc1 shows -14

(cont.)
Second line of a record – S3 lipid droplet	S3 lipid droplet cell count max
CC(C)C(=O)Nc1c2c(nn1-c1ccc(F)cc1)CSC2
  ?	/
Cc1cc2nccc(-c3ccc(OCCCF)cc3)n2n1
  8%	10
CCOc1ccccc1C(=O)Nc1cc2c(cc1N1CCCC1)n(CC)c(=O)n2CC
  ?	/
CCOC(=O)[C@H]1[C@H]2COc3ccc(Cl)cc3[C@@H]2N2C(=O)c3ccc(C)cc3NC(=O)[C@@]12C
  ?	/
CC(C)Oc1ccc(S(=O)(=O)N2CCCCC2)cc1NC(=O)C1CCC1
  ?	/
O=C(c1nc2nc(-c3ccc(Cl)cc3)cc(C(F)(F)F)n2n1)N1CCOCC1
  ?	/
CCOc1ccc(S(=O)(=O)N2CCN(C(=O)CN3C(=O)NC(C)(C)C3=O)CC2)cc1
  ?	/
Cc1[nH]c2ccccc2c1C(=O)C(=O)NCCC1=CCCCC1
  14%	-11
Cc1ccccc1N1C(=O)CC(N(O)c2ccccc2)C1=O (centres undefined)
  10%	0
COc1ccc(-c2noc(CSc3ccc(C)cc3)n2)cc1
  ?	/
COc1ccc(-c2ccc(C#N)c(SCC(=O)NCc3ccco3)n2)cc1OC
  ?	/
COc1ccc(NC(=S)Nc2ccc(OCc3ccccc3)cc2)cc1OC
  4%	-3
O=C(O)COc1ccc(NC(=O)c2ccco2)cc1
  ?	/
